LYPLA1 inh: LYPLA1 (human) inhibition in PME1 counter-screen; recombinant LYPLA1, FP-Rh probe fluorescence polarization; inhibition, % at 5.9 µM; 320,000 tested, 0.16% active; AID 2174;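 active = inhibition above the mean of all tested compounds plus 3 SD, set per campaign, cut at about 14% in these data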;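 note: inhibitors block serine hydrolase probe labeling of LYPLA1 so polarization falls; 0% = enzyme with DMSO and 100% = wells lacking LYPLA1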
GSTO1 inh: counter-screen for RBBP9 inhibitors: inhibitors of human GSTO1; P78417; recombinant GSTO1, activity-based probe fluorescence polarization; inhibition, % at 5.96 µM; 300,000 tested, 1.1% active; AID 1974;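 active = inhibition above the campaign mean inhibition plus 3 SD, cut at about 35% in these data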;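 note: 0% = GSTO1-1 with DMSO and 100% = wells lacking GSTO1-1 enzyme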
Target sequence (P78417 whole entry, looked up): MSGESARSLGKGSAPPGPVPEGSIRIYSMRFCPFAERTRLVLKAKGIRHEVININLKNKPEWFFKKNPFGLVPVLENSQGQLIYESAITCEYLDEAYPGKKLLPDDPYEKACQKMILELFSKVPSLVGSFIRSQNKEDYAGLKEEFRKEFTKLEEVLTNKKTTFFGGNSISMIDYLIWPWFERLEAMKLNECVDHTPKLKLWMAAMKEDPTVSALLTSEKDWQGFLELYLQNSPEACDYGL
ZTA counter: blocks Epstein-Barr virus ZTA, an EBNA-1 counter-screen; ZTA-DNA binding, fluorescence polarization; inhibition, % at 11 µM; 320,000 tested, 0.15% active; AID 2234; in the data active = inhibition above about 33%
Target sequence (P03206 whole entry, looked up): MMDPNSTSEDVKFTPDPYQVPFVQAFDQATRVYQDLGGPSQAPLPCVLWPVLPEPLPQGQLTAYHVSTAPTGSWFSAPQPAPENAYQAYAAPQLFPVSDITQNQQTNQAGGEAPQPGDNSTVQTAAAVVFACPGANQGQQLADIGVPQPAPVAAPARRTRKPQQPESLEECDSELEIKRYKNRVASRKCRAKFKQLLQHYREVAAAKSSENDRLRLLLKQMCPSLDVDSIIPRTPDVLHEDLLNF
EBNA-1 inhibitor: blocks EBNA-1 binding to DNA; EBNA-1 DNA binding, fluorescence polarization; inhibition, % at 14.8 µM; 300,000 tested, 0.34% active; AID 1950; in the data active = inhibition above about 28%
PAFAH2 FP inh: PAFAH2 (human) inhibition. Q99487. recombinant PAFAH2, FP-rhodamine activity probe, fluorescence polarization. inhibition, % at 3.39 µM. 340,000 tested, 0.99% active. AID 492956;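 active = inhibition above the mean over all tested compounds plus 3 SD, cut at about 30% in these data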;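 note: inhibitors block probe labeling of enzyme so polarization drops; 0% = enzyme with DMSO and 100% = wells lacking PAFAH2 protein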
LYPLA2 inh: LYPLA2 (human) inhibition in PME1 counter-screen; O95372; recombinant LYPLA2, FP-Rh probe fluorescence polarization; inhibition, % at 5.9 µM; 320,000 tested, 0.38% active; AID 2177;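 active = inhibition above the screen-wide mean plus 3 SD, limit set per campaign, cut at about 26% in these data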;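 note: 0% = LYPLA2 with DMSO and 100% = wells lacking LYPLA2 enzyme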
Target sequence (O95372 whole entry, looked up): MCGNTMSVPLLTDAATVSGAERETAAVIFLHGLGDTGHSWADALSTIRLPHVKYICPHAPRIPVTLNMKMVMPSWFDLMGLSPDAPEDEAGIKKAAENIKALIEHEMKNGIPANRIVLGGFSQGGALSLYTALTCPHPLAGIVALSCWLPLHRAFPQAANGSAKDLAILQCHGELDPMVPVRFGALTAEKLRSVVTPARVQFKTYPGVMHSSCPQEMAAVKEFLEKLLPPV
PAFAH1B3 inh: inhibitors of human PAFAH1B3. 340,000 tested, 0.28% active. inhibition, % at 3.39 µM. Q15102. recombinant PAFAH1B3, FP-rhodamine probe, fluorescence polarization;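 active = inhibition above the screen-wide average of all tested compounds plus 3 SD, cut at about 25% in these data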;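 note: 0% = enzyme with DMSO only and 100% = wells lacking PAFAH1B3 protein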
Target sequence (Q15102 whole entry, looked up): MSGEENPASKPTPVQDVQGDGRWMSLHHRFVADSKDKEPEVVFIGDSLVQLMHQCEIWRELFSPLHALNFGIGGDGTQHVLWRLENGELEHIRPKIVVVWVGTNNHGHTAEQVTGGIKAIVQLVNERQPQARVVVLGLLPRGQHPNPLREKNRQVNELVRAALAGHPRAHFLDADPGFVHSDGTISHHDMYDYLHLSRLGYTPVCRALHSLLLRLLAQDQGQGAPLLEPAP
PAD4 inh: inhibitors of human PAD4 | inhibition, % at 6.36 µM | recombinant PAD4, RCA probe fluorescence polarization | Q9UM07 | 330,000 tested, 0.41% active;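 active = percent inhibition above a cutoff equal to the mean of all tested compounds plus 3 SD, cut at about 15% in these data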;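 note: 0% = PAD4 with RCA probe and DMSO and 100% = probe without PAD4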
PREPL inh: inhibitors of human prolyl oligopeptidase-like enzyme PREPL; 320,000 tested, 0.68% active; recombinant PREPL, fluorescence polarization activity-based probe; inhibition, % at 5.96 µM; AID 2751; Q4J6C6; in the data active = inhibition above about 43%;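 note: 0% = enzyme with DMSO and 100% = wells lacking enzyme; many of its hits are not listed in these tables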
Starred values were filed as active, the others as inactive; · = no result given.

SMILES	LYPLA1 inh	GSTO1 inh	ZTA counter	EBNA-1 inhibitor	PAFAH2 FP inh	LYPLA2 inh	PAFAH1B3 inh	PAD4 inh	PREPL inh
COc1cc2c(=O)n(Cc3ccco3)c(=O)n(CC(=O)c3ccc(Br)cc3)c2cc1OC	0	0	1	-6	-6	1	-11	-5	-4
CNC(=O)CSc1nnc(-c2ccco2)n1-c1cccc(C)c1	2	3	-2	3	-4	0	9	0	9
CNC(=O)N(O)C1N(C)C(=O)N(CC(=O)OC)C1(C)C (stereo unspecified)	2	0	0	-2	10	2	5	3	-4
COc1ccc(N=C2NC(=O)CS2)c([N+](=O)[O-])c1	0	1	10	-1	-4	-2	7	-2	1
O=C(N/N=C/c1ccc(OC(=O)c2ccc3c(c2)OCO3)cc1)c1cncc(Br)c1	-6	2	16	1	-9	-11	5	-4	0
COc1ccc(C(=O)N(CCc2ccccc2)Cc2ccccc2)c(OC)n1	-1	5	3	-3	-1	-1	3	6	1
CCN(CC)S(=O)(=O)c1ccc(NC(=O)c2cc(-c3ccccc3)nc3ccccc23)cc1	-19	-2	6	10	-25	-18	-37	2	-4
CCSc1nnc(NC(=O)CCNC(=O)c2ccccc2Cl)s1	·	·	·	·	6	·	4	-5	6
Cc1cccc(NC(=O)CSc2nnc(-c3ccccc3)n2N)c1	-2	-7	2	9	-4	4	9	-3	-10
O=C(CCNC(=O)c1ccc(Br)cc1)NNC(=O)c1ccccc1	·	·	·	·	-5	·	10	2	2
O=C(CN1C(=O)C2(OCCCO2)c2ccccc21)NCc1ccccc1	2	7	-13	3	2	1	-9	4	17
O=C(CC1NCCNC1=O)Nc1ccc2c(c1)OCCO2 (stereo unspecified)	-2	4	2	1	3	3	-3	-4	4
COc1ccccc1C(=O)Nc1cc(C)ccc1NC(=O)c1ccco1	0	-2	12	9	-1	4	0	3	1
CCc1ccccc1NC(=O)Nc1cnccn1	3	-6	0	8	3	13	7	3	1
Cc1ccc(OCC(=O)N(Cc2ccccc2)C(C)C)c([N+](=O)[O-])n1	-3	7	-16	6	2	5	7	-5	7
O=C(Nc1ccc(Cl)cc1)Nn1cnc2ccccc2c1=O	-5	4	-14	-8	-2	30*	2	-2	6
CN(CC(=O)Nc1cccc(F)c1)C(=O)c1ccc2c(=O)n3c(nc2c1)CCC3	-2	-7	-5	-14	2	0	-5	-3	1
O=C1c2ccccc2NC(c2ccccc2)N1c1ccc(O)cc1 (stereo unspecified)	2	1	9	14	5	2	14	0	11
CCc1ccc(-c2cc(C)no2)cc1S(=O)(=O)Nc1cc(C)on1	-2	-3	10	6	4	0	0	-2	1
CC(=O)c1cccc(S(=O)(=O)N2CCC(C(=O)O)(c3ccccc3)CC2)c1	3	9	1	-4	-4	-1	-1	-2	-1
CCn1c2ccccc2c2cc(CC(N)=O)ccc21	5	3	16	5	-3	4	-8	2	0
CCNC(=O)NC(=O)COC(=O)c1ccccc1SCC(=O)NC(=O)NCC	2	7	-8	13	11	-1	3	5	6
O=C(CCN1CCN(CCO)CC1)Nc1ccccc1	0	7	-7	2	4	2	-1	-4	9
Cc1cc(C)nc(NS(=O)(=O)c2ccc(N/C=C3\CCCC3=O)cc2)n1	4	7	-8	2	8	4	0	-6	0
O=[N+]([O-])c1ccccc1S(=O)(=O)N1CCN(Cc2ccsc2)CC1	0	-4	7	-16	·	0	·	-3	5
Cc1cc(OC(C)C(=O)NCC(O)c2ccccc2)c2c(C)cc(=O)oc2c1 (stereo unspecified)	4	4	5	-10	0	-5	5	3	7
CCOc1ccc(CCNC(=O)C(O)c2ccccc2)cc1 (stereo unspecified)	0	-1	1	4	5	1	3	1	-8
CCOc1cnc(-c2c(-c3c(Cl)cccc3Cl)noc2C)o1	-1	-2	-2	11	6	-3	7	-1	1
CC(C)N(C)C(=O)C(=O)c1cccn1-c1cccc(Cl)c1C#N	0	3	-19	4	-1	0	7	4	-1
Cc1cc(OCC(=O)NCCc2ccc(Cl)cc2)c2c(C)cc(=O)oc2c1	-3	-5	10	-7	7	3	3	-3	-10
Cc1cccn2cc(-c3cccc(NC(=O)c4cccs4)c3)nc12	-8	1	7	10	-1	-7	3	-5	-3
COc1ccc(C(CNC(=O)c2ccc(NS(=O)(=O)c3ccc(F)c(C)c3)cc2)N(C)C)cc1 (stereo unspecified)	1	-10	16	-1	-6	-1	2	0	-8
COc1ccc(NC(=O)Cn2nnc3sc4c(c3c2=O)CC(C)(C)OC4)cc1	0	2	-5	1	3	11	3	3	5
OCCN(CCO)c1ncnc2c1oc1ccc(Br)cc12	-1	-5	-13	-4	0	-2	5	2	4
CN(CC(=O)Nc1cccc(S(=O)(=O)N2CCCCC2)c1)Cc1ccc(F)cc1	3	·	-9	·	0	13	3	-2	19
CN1CCN(C(=O)c2cnn(-c3ccccc3)c2NC(=O)c2ccccc2F)CC1	-1	0	-7	7	-3	4	1	-3	0
Cc1cc(C)c(NC(=O)CNC(=O)COC(=O)C2CCN(c3ccc(C(F)(F)F)cn3)CC2)c(C)c1	-4	1	-1	10	-3	-2	9	-1	-5
O=C(NCc1nnc(SCC(=O)N2CCCC2)o1)c1ccccc1F	0	9	12	-3	2	1	8	1	-3
COc1ccc(C(C(=O)NC2CCCC2)N(C(=O)c2csnn2)C2CCCC2)cc1 (stereo unspecified)	-2	-1	2	0	-1	-1	5	3	-5
CCC(C)Nc1nc(SC(C(C)=O)C(C)=O)nc(N(C)C)n1 (stereo unspecified)	2	5	-8	1	1	6	2	0	-1
CN(C)c1ccc(N2C(=NC(=O)C3CCCO3)SC3CS(=O)(=O)CC32)cc1 (stereo unspecified)	0	-2	-6	6	1	0	2	0	17
Cc1nnc(SCC(=O)N(C)c2c(N)n(Cc3ccccc3)c(=O)[nH]c2=O)n1Cc1ccccc1	2	1	-12	5	3	8	7	-6	4
Cc1ccc(-c2oc3ccccc3c(=O)c2OCC(=O)O)cc1	-2	-3	12	7	0	-6	2	-1	-1
COc1cc(S(=O)(=O)N2CCN=C2c2ccccc2)ccc1Cl	-2	6	7	5	-7	-8	10	1	3
COc1ccccc1-n1c(SCC(=O)N2CCOCC2)nc(O)c(Cc2ccccc2)c1=O	2	-2	-10	-8	10	-1	-4	-10	-7
COc1ccc(C2C3=C(CC(C)(C)CC3=O)Nc3n[nH]c(C)c32)cc1 (stereo unspecified)	-1	9	2	16	12	-7	0	-2	16
Cc1cc(S(=O)(=O)NC(C)C)ccc1OCC(=O)N1CCOCC1	1	13	-2	3	-10	-2	2	5	3
CCN(C(=O)CSc1nnc(C2CC2)n1-c1ccccc1)C1CCS(=O)(=O)C1 (stereo unspecified)	-1	·	4	·	-1	-1	0	1	-1
S=c1[nH]nc(COc2ccccc2)n1/N=C/c1cccs1	0	6	13	2	-1	0	5	3	5
COc1ccc(OC)c(CN2CCN(C(=O)c3ccc(NS(=O)(=O)c4cccc([N+](=O)[O-])c4)cc3)CC2)c1	-1	-2	-11	7	1	5	0	-1	2

(further entries)
SMILES	LYPLA1 inh	GSTO1 inh	ZTA counter	EBNA-1 inhibitor	PAFAH2 FP inh	LYPLA2 inh	PAFAH1B3 inh	PAD4 inh	PREPL inh
COc1ccc2cc3cc(C(=O)NCCN4CCc5ccccc5C4)oc3nc2c1	-3	1	11	0	-2	-3	-2	-2	-11
CN(C)/C=N/c1cc(=O)n(C)c(=O)n1CC1CC1	2	0	-5	12	-8	4	10	0	2
CN(CC(=O)Nc1cccc(F)c1)C(=O)c1cccc(-n2cccc2)c1	-3	11	-4	-15	17	2	3	-9	5
CC(=O)N1N=C(c2ccc(Cl)cc2)CC1c1ccc([N+](=O)[O-])cc1 (stereo unspecified)	-2	0	2	-7	1	10	7	-4	-11
Nc1nc(SCc2ccc(Cl)cc2)[nH]c(=O)c1-c1ccccc1	-1	3	6	1	-1	2	1	4	12
COc1ccc(OC)c(/C=N/NC(=O)C(=O)N/N=C/c2cc(OC)ccc2OC)c1	2	3	-16	-5	-6	4	4	-7	8
C/C(=N\NC(=O)c1nnn(-c2nonc2N)c1-c1cccs1)c1cccnc1	3	2	-11	1	7	7	2	-3	4
COc1cccc2c(C)cc(N3CCCCCC3)nc12	3	5	13	-3	-4	6	10	-3	5
COc1cc(NC(=O)c2ccccc2)c(OC)cc1NC(=O)Cc1ccc(C)cc1	-4	1	2	21	4	-5	9	-9	9
Cc1ccc(NC(=O)C2CC(=O)n3c(nc4ccccc43)N2)cc1Cl (stereo unspecified)	-5	-5	-14	2	0	-11	2	-2	-20
O=C(COC(=O)c1ccc2c(c1)OCCO2)NCc1ccccc1Cl	·	·	·	·	85*	·	-1	-1	15
O=C(Cn1cc(/C=N/O)c2ccccc21)N1CCOCC1	4	3	15	-4	7	10	3	6	2
Cc1ccc(-c2nn(C)c(=O)c3ccccc23)cc1CNC(=O)c1ccco1	-3	-4	3	4	-1	4	3	-1	5
COc1ccc(S(=O)(=O)NCCSCc2ccco2)cc1Cl	-1	0	-2	8	1	-2	6	2	11
COc1cc(C(=O)NC(=S)Nc2csc(-c3ccc(F)cc3)n2)cc(OC)c1OC	-1	2	-9	-4	3	1	1	-2	-6
C[n+]1c2n(c3ccccc31)N=C(c1ccc(-c3ccccc3)cc1)CS2	-4	6	-4	-3	-2	-2	6	3	36
Cc1ccc(NC(=O)c2ccc(NCc3ccc(F)cc3)nc2)cc1	-3	0	10	12	-1	0	-4	-2	-5
Cc1ccc(NC(=O)CN(C)C(=O)c2cc(C)on2)cc1	1	·	-1	·	2	6	4	-1	11
Cc1cc(N)n2ncc(-c3ccc(F)cc3)c2n1	0	5	3	1	-14	-3	-2	2	5
CCCOc1ccc([N+](=O)[O-])c(N)c1	1	-5	1	-13	-2	0	9	-4	-3

Limited to PREPL inh, LYPLA1 inh and PAD4 inh, for some of the entries so far:
mol	PREPL inh	LYPLA1 inh	PAD4 inh
CCn1c2ccccc2c2cc(CC(N)=O)ccc21	0	5	2
O=C(CC1NCCNC1=O)Nc1ccc2c(c1)OCCO2 (stereo unspecified)	4	-2	-4
CCc1ccccc1NC(=O)Nc1cnccn1	1	3	3
COc1ccccc1C(=O)Nc1cc(C)ccc1NC(=O)c1ccco1	1	0	3

Remaining list, next part
SMILES	LYPLA1 inh	GSTO1 inh	ZTA counter	EBNA-1 inhibitor	PAFAH2 FP inh	LYPLA2 inh	PAFAH1B3 inh	PAD4 inh	PREPL inh
Cc1cc2c(N3CCCCC3C)ncnc2s1 (stereo unspecified)	1	3	3	-2	4	6	4	-2	-4
Cc1ccc(O)c(C2=NCCNC(C(F)(F)C(F)F)=C2)c1	0	5	-2	4	-5	1	0	-1	-1
CC12c3ccccc3C(c3ccccc31)C1C(=O)N(Cc3cccnc3)C(=O)C12 (stereo unspecified)	0	-2	5	4	3	-1	-8	2	-5
O=C(O)c1ccc2c(=O)n3c(nc2c1)/C(=C/c1ccc(F)cc1)CC3	-1	0	11	-7	-1	-1	8	-5	-6
Cc1ccc(C(=O)Nc2ccc(S(=O)(=O)N3CCc4ccccc4C3)cc2)o1	-39	-24	6	11	-16	-65	-6	-4	-4
COc1ccc(C(CNC(=O)c2ccccc2SC)N(C)C)cc1 (stereo unspecified)	-1	9	8	-1	1	3	-1	3	9
COCCn1nnnc1C(CC(C)C)N1CCN(c2ccccc2)CC1 (stereo unspecified)	2	5	-24	-2	4	4	-1	2	13
CC1Cc2ccccc2N1CC(=O)NCc1ccccc1Cl (stereo unspecified)	4	-2	6	9	4	4	8	1	13
OCCC1CN(Cc2ccc3nsnc3c2)CCN1C1CCCCC1 (stereo unspecified)	0	1	2	-12	6	5	1	3	17
Cc1cc(N/N=C/c2ccc(O)cc2O)nc(N2CCOCC2)n1	-2	6	-5	2	5	-2	-2	-3	10

Screens deposited in PubChem by The Scripps Research Institute Molecular Screening Center.

Some of the compounds tested, so the mix of outcomes need not match the whole.
